GRIN3A LBD mod: binders of NR3A ligand-binding domain, primary screen, biophysical, differential scanning fluorimetry, uHTS; Glutamate receptor ionotropic, NMDA 3A (GRIN3A) ligand-binding domain; NR3A LBD differential scanning fluorimetry, Tm shift; 0% = protein alone, 100% = glycine-bound protein; Tm shift relative to glycine control, % at 25 µM; 340,000 tested, 2.5% active;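 active means melting temperature shift of at least 10% of the positive control shift, at one fixed dose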
APJ antagonist: antagonists of human apelin receptor APJ, primary screen, CHO-K1 cells, beta-arrestin complementation, luminescence | 330,000 tested, 0.32% active | P35414 | inhibition, % at 20 µM;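 active means inhibition above about 40% at 20 µM, limit read from the data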;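 further: cells challenged with 10 nM apelin-13 agonist together with compound; plate controls were apelin-13 plus DMSO wells for no effect and DMSO wells lacking apelin-13 for full effect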
Target sequence (P35414 whole entry, looked up): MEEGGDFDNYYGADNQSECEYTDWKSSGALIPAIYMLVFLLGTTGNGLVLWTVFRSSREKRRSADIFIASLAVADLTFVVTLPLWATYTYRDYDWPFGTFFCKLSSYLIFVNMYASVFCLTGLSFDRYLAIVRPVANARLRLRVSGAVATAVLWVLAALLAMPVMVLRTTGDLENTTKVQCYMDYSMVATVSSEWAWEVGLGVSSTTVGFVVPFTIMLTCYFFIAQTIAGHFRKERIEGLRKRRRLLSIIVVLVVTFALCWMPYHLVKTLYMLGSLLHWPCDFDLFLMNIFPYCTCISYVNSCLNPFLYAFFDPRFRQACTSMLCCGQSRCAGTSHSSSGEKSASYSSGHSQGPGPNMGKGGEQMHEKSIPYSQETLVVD
APJ agonist: agonists of human apelin receptor APJ, primary screen, CHO-K1 cells, PathHunter beta-arrestin, luminescence | 0% DMSO wells, 100% apelin | activation, % at 20 µM | 330,000 tested, 0.11% active | AID 2520, 2010;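 active means activation more than six SD over the plate average, tested at 20 µM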;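 further: 0% = DMSO alone and 100% = apelin-13 at 10 nM; some results filed as inactive read as strong as hits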
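Test system: CHO-K1 APJ beta-arrestin complementation cell line | Compound: Single test compound dose, 20 µM final, 1% DMSO | Incubation: Compound 90 min 25 °C, reagent 1 h | Measured by: beta-gal luminescence | Read-out basis: APJ–arrestin association signal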
beta cell repl: inducers of MIN6 beta-cell proliferation, primary screen, ATP luminescence, uHTS | MIN6 cells proliferation, ATPlite luminescence, 48 h; cells starved in 0.2% serum; 100% = growth in 10% serum | proliferation, % at 10 µM | 330,000 tested, 0.29% active | AID 2380, 2010;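 active means compounds whose signal lies at least 3.5 SD above the mean of all wells on their plate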;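 further: 0% = DMSO-treated cells in low-serum medium and 100% = 10% serum control; some compounds called inactive have numbers as strong as hits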
tim10-1 inh: growth inhibitors of tim10-1 mutant yeast, primary screen, luminescence, uHTS | S. cerevisiae tim10-1 ts strain growth, BacTiter-Glo, 24 h | inhibition, % at 20 µM | 330,000 tested, 2.2% active;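 active means inhibition of at least 40%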;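 further: mutant grown at 25 °C; 0% = DMSO wells with yeast and 100% = wells holding no yeast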
MPTP block: mitochondrial permeability transition pore inhibitors, primary screen, biochemical, isolated mouse mitochondria, absorbance | Ca2+ swelling absorbance, 30 min | inhibition, % at 10 µM | 360,000 tested, 1.4% active | AID 602449, 2012;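 active means inhibition of 50% or more, scaled per plate between neutral and stimulator controls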;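 further: 0% = DMSO wells given calcium and 100% = 1 mM EGTA wells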
TIM10 inh: growth inhibitors of isogenic TIM10 control yeast, primary screen, counter-screen for tim10-1 yeast inhibitor project, luminescence, uHTS. S. cerevisiae TIM10 strain growth, BacTiter-Glo luminescence, 24 h. inhibition, % at 10 µM. 330,000 tested, 1.4% active;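 active means inhibition of 40% or more at the single tested concentration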;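 further: wild-type TIM10 isogenic control strain grown at permissive 25 °C; 0% = DMSO yeast wells and 100% = minimal medium wells without yeast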
NALP3 yeast inh: NALP3 inflammasome inhibitors in reconstituted yeast, primary screen, luminescence, uHTS | Yeast reconstituted NLRP3/ASC/caspase-1, beta-gal luminescence, 24 h | inhibition, % at 10 µM | 330,000 tested, 0.39% active;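 active means inhibition of 50% or more; inactive means inhibition below 50%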;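 further: plate controls were induced DMSO wells for no effect and uninduced yeast grown without galactose for full effect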
tim23-1 inh: growth inhibitors of tim23-1 mutant yeast, primary screen, luminescence, uHTS | S. cerevisiae tim23-1 growth, BacTiter-Glo luminescence, 24 h | inhibition, % at 20 µM | 330,000 tested, 1.3% active;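 active means growth inhibition of the mutant yeast at or above 50%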;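 further: temperature-sensitive mutant grown at 25 °C; plate controls were DMSO-treated mutant yeast for no effect and medium wells lacking yeast for full effect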
The depositor's hits bear a star; / = no result given; & = joins results of further samples.

SMILES	GRIN3A LBD mod	APJ antagonist	APJ agonist	beta cell repl	tim10-1 inh	MPTP block	TIM10 inh	NALP3 yeast inh	tim23-1 inh
Cc1ccc(CN2CCSc3ccc(C(=O)NCC4CCCO4)cc32)cc1 (stereo not drawn)	2	1	-3	2	41*	-1.7	21	-2	44
O=C(Nc1ccccc1)c1ccc(Br)o1	-2	11	-6	-1	-11	-0.1	7	33	22
CN(Cc1ccc(CNC[C@H]2O[C@@H](n3cnc4c(N)ncnc43)[C@H](O)[C@@H]2O)o1)S(C)(=O)=O	1	8	-2	-1	-7	-0.7	2	4	-9
COc1ccccc1N(CC(=O)NCC1CCCO1)C(=O)CNS(=O)(=O)c1ccccc1 (stereo not drawn)	1	-8	-2	1	-12	0.1	6	-1	19
COc1ccc(CNc2nc3nc(C)cc(C)n3n2)cc1	0	-13	-2	-2	4	-1.2	3	-3	13
N#CC1=C(C2CC2)CC(c2ccccc2)C(C#N)=C1N (stereo not drawn)	-4	5	-5	4	28	1.8	12	-15	8
O=C1c2cccnc2C(Nc2ccc(Br)cc2Br)N1Cc1cccs1 (stereo not drawn)	/	11	-3	-2	20	/	21	5	22
CCc1ccc(-c2nc(CN3CCC(C(=O)N4CCN(c5ccccc5)CC4)CC3)c(C)o2)cc1	0	-11	0	-6	25	3.4	19	21	15
Nc1ccc(S(=O)(=O)Nc2nc3ccccc3o2)cc1	-3	0	2	-2	2	-0.5	0	-7	-1
CN(C)CCCC(C)(O)C(Cc1ccccc1)c1ccccc1 (stereo not drawn)	14*	10	-1	-1	14	0.5	4	2	4
Cn1c(CSCc2ccccc2)n[nH]c1=S	3	-8	-2	-1	3	1.0	-5	21	3
O=C(NCc1ccc2c(c1)OCO2)C(=O)NCC1OCCCN1S(=O)(=O)c1cc(F)ccc1F (stereo not drawn)	13*	10	2	0	9	0.4	7	-3	11
CS(=O)CCC(NS(=O)(=O)c1ccccc1)C(=O)O (stereo not drawn)	1	-2	-1	-2	-3	-0.8	-15	-5	7
Cc1ccc(C)c(N2C(=O)CS/C2=N\NC(=O)c2ccccc2Cl)c1	0	-2	2	-2	6	1.3	-3	4	7
Cc1ccccc1NC(=O)COC(=O)/C=C/c1cccc(C(F)(F)F)c1	-1	0	1	0	11	1.0	-12	-7	-4
O=C(NC1CCCC1)C(c1ccc(F)cc1)N(Cc1ccccc1Cl)C(=O)CCl (stereo not drawn)	0	-14	1	0	37	-0.6	36	4	34
CCc1cc(=O)oc2c(C)c(OC(C)C(=O)NC3CC(C)(C)NC(C)(C)C3)ccc12 (stereo not drawn)	0	-39	0	0	-4	-0.1	6	6	-2
COc1ccc(/C=N/NC(=O)CCCOc2ccc(Cl)cc2Cl)cc1	16*	0	-1	-3	47*	3.4	24	22	12
COc1cc(C)nc(N2CCCC(C(=O)NC3CCC(C)CC3)C2)n1 (stereo not drawn)	1	7	-5	-3	22	/	22	15	20
CS(=O)(=O)N(CC(=O)N1CCCC1)c1cc(Cl)c(Cl)cc1Cl	0	14	0	-5	34	-0.4	-12	2	11
Cc1csc(NC(=O)C(F)(F)F)n1	0	9	-1	0	9	-0.1	4	2	10
Cc1ccc(C(=O)Nc2nnc(C3=COCCO3)o2)cc1C	0	-7	-7	-2	25	-0.8	10	-5	19
CC(=O)Nc1ccc(OC(=O)N2CCCC2)cc1	-1	2	2	-3	-2	1.5	-1	10	14
CCOc1ccccc1C1C(C#N)=C(N)N(N(C)C)C2=C1C(=O)CCC2 (stereo not drawn)	-5	10	-1	0	7	-1.3	7	-2	3
CC(=O)OCCc1c(C)nc2nc[nH]n2c1=O	1	-14	4	0	8	-1.1	-21	16	11

2 compounds picked at random from the list so far:
SMILES	GRIN3A LBD mod	APJ antagonist	APJ agonist	beta cell repl	tim10-1 inh	MPTP block	TIM10 inh	NALP3 yeast inh	tim23-1 inh
COc1ccc(/C=N/NC(=O)CCCOc2ccc(Cl)cc2Cl)cc1	16*	0	-1	-3	47*	3.4	24	22	12
Cn1c(CSCc2ccccc2)n[nH]c1=S	3	-8	-2	-1	3	1.0	-5	21	3

4 neighbouring compounds out of the list so far, quoted:
SMILES	GRIN3A LBD mod	APJ antagonist	APJ agonist	beta cell repl	tim10-1 inh	MPTP block	TIM10 inh	NALP3 yeast inh	tim23-1 inh
Cc1ccc(CN2CCSc3ccc(C(=O)NCC4CCCO4)cc32)cc1 (stereo not drawn)	2	1	-3	2	41*	-1.7	21	-2	44
O=C(Nc1ccccc1)c1ccc(Br)o1	-2	11	-6	-1	-11	-0.1	7	33	22
CN(Cc1ccc(CNC[C@H]2O[C@@H](n3cnc4c(N)ncnc43)[C@H](O)[C@@H]2O)o1)S(C)(=O)=O	1	8	-2	-1	-7	-0.7	2	4	-9
COc1ccccc1N(CC(=O)NCC1CCCO1)C(=O)CNS(=O)(=O)c1ccccc1 (stereo not drawn)	1	-8	-2	1	-12	0.1	6	-1	19

(list continues)
SMILES	GRIN3A LBD mod	APJ antagonist	APJ agonist	beta cell repl	tim10-1 inh	MPTP block	TIM10 inh	NALP3 yeast inh	tim23-1 inh
Cn1c(-c2ccc(F)cc2)cnc1NCc1cccc(F)c1	2	4	-2	-1	-3	-0.5	-11	8	4
O=C(Nc1ccc2c(c1)OCO2)N1CCN(C(=O)C2CCCO2)CC1 (stereo not drawn)	-4	-9	-19	1	6	-0.8	10	-11	-8
COc1ccc(C(=O)N/N=C(\C)c2ccc(NC(=O)Cc3ccccc3)cc2)c(OC)c1	1	24	-4	-2	-11	2.2	-12	1	-4
CCCc1cc(=O)n2nc(N3CCC(C(=O)N4CCN(c5ccc(OC)cc5)CC4)CC3)sc2n1	1	-64	0	-2	1	0.0	2	12	9
O=C(OCc1nc2ccsc2c(=O)[nH]1)c1ccc(Cl)s1	-2	4	-6	5	31	-1.3	15	13	22
O=[N+]([O-])c1ccc(N2CCN(c3ccc(O)cc3)CC2)c(Cl)c1	1	-5	4	0	40*	0.8	29	13	34
Cc1cccc(N2CCN(C(=O)Cc3cn(C)c4ccccc34)CC2)c1C	0	20	2	-3	22	0.2	24	18	28
O=C(c1ccco1)N1CCN(c2ccc(F)cc2)CC1	0	16	-2	-1	-9	0.9	3	-13	8
CN1CC(=O)N=C1N	-2&1	7	-3	-6	6	-1.4&1.0	1	11	12
COc1ccccc1-c1nnc2sc(-c3cnccn3)nn12	-2	27	-3	-2	18	0.6	24	24	21
COc1cc(C(=O)N2CCC(O)(c3ccccc3)CC2)cc(OC)c1OC	0	0	-2	-2	7	1.6	2	14	2
CCCCN(C(=O)CSCC(=O)Nc1ccc(C)cc1)c1c(N)n(Cc2ccccc2)c(=O)[nH]c1=O	1	-64	6	-3	0	0.4	3	4	13
Cc1ccc(S(=O)(=O)N2CCN(C(C)C(=O)N3CCCc4ccccc43)CC2)cc1 (stereo not drawn)	0	17	-5	-1	21	-3.2	27	9	26
CCCOCCOC(=O)c1[nH]c2c(c1C)C(=O)CC(c1cc(OC)ccc1OC)C2 (stereo not drawn)	-2	9	-5	-6	19	-1.1	14	12	13
Cc1ccc(C2/C=C\CC(NC(=O)OCC3c4ccccc4-c4ccccc43)CC(=O)N2Cc2ccccc2)cc1 (stereo not drawn)	-1	/	/	/	25	-0.3	8	/	33
COc1ccccc1CNC(=O)COn1nnc2ccc(S(=O)(=O)N3CCOCC3)cc21	-1	-10	-5	-3	9	0.1	-3	24	13
Cc1ccc(NC(=S)N2CCN(S(C)(=O)=O)CC2)cc1C	1	-6	1	6	3	-0.8	15	6	11
Cc1ccnc2nc(C(=O)OCC(=O)NC3CCC(C)CC3)nn12 (stereo not drawn)	1	-12	-3	1	10	-0.8	3	2	18
CCc1nonc1NC(=O)COc1cc(C)c(Cl)c(C)c1	7	34	4	-3	14	24	-5	11	12
COc1ccc(-c2csc(Nc3cccc(C)n3)n2)cc1	-2	0	1	-2	7	1.4	25	30	9
O=S(=O)(Nc1nc2ccccc2nc1-[n+]1cccc(N=C([O-])c2ccccc2Cl)c1)c1ccccc1	/	7	-1	0	10	/	5	1	24
COc1cccc(C2=NOC(C(=O)N3CCN(Cc4ccccc4)CC3)C2)c1OC (stereo not drawn)	2	-11	-5	2	7	-1.0	13	22	8
CC(C)CCN(C(=O)Nc1ccc(Cl)cc1)C1CCN(C(C)C)CC1	1	2	-4	-4	14	13	-11	-1	-3

Screens deposited in PubChem BioAssay by Sanford-Burnham Center for Chemical Genomics.
